Compound activity from PubChem.
M4 ag – agonists of human muscarinic M4 receptor (CHRM4); CHO-K1 hM4/Gqi5, Fluo-8 calcium fluorescence; vehicle 0%, full acetylcholine response 100%; actives 0.14% (n = 360,000); activation, % at 3 µM; AID 624127; P08173;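 active means activation above the run mean over all test wells plus 3 SD, cut at about 32% in these data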;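 further: peak over basal fluorescence ratio per well then scaled between controls; 0% = DMSO wells and 100% = acetylcholine at EC100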
CHRM1 PAM – positive allosteric modulators of human M1 muscarinic receptor; P11229; CHO-K1 hM1, Fluo-8 calcium fluorescence, ACh EC20; 0% = ACh EC20, 100% = maximal ACh; activation, % at 3 µM; actives 0.088% (n = 360,000); AID 588819; in the data active means activation above about 19%, passing the limit was not always enough
Target sequence (P11229 whole entry, looked up): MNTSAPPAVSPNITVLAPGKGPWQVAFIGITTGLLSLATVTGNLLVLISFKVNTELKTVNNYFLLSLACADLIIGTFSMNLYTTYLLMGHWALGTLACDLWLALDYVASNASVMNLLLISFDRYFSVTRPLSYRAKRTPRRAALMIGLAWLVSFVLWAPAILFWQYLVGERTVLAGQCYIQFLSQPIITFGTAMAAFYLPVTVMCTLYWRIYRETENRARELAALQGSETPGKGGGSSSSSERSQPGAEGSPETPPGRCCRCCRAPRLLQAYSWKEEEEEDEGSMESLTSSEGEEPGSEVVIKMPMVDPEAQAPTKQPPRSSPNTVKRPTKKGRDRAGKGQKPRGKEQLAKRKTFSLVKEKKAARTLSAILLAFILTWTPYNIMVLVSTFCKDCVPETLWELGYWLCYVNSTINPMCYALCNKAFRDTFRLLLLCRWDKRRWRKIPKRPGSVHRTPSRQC
CHRM1 antagonist – human CHRM1 antagonism | P11229 | CHO-K1 hM1, Fluo-8 calcium fluorescence, ACh EC80 antagonist | inhibition, % at 3 µM | actives 1.3% (n = 360,000);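 active means percent inhibition above its own plate's cutoff, namely the mean of that plate's compound wells plus 3 SD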;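 further: peak over basal fluorescence ratio during 140 s after agonist addition; 0% = ACh EC80 plus DMSO and 100% = DMSO alone without agonist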
CRFBP-R2 agonist – agonists of human CRF-binding protein/CRF-R2 receptor complex; HEK293 CRF-R2/CRF-BP, calcium dye fluorescence (FLIPR); percent of saturating CRF peptide response; activation, % at 13.2 µM; actives 0.46% (n = 350,000); AID 588473;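 active means activation of at least 50%, plus an integration ratio under a set limit after plate pattern correction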;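 further: plate controls were neutral control wells without compound for no effect and CRF at EC100 for full effect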
M5 antag – CHRM5 antagonism in calcium assay; P08912; CHO-hM5 cells, Fluo-8 calcium fluorescence, ACh EC80; inhibition, % at 3 µM; actives 0.59% (n = 360,000);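 active means inhibition above a per-plate cutoff, the mean of that plate's test compounds plus 3 SD, cut at about 27% in these data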;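 further: 0% = acetylcholine EC80 with DMSO and 100% = DMSO without agonist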
Target sequence (P08912 whole entry, looked up): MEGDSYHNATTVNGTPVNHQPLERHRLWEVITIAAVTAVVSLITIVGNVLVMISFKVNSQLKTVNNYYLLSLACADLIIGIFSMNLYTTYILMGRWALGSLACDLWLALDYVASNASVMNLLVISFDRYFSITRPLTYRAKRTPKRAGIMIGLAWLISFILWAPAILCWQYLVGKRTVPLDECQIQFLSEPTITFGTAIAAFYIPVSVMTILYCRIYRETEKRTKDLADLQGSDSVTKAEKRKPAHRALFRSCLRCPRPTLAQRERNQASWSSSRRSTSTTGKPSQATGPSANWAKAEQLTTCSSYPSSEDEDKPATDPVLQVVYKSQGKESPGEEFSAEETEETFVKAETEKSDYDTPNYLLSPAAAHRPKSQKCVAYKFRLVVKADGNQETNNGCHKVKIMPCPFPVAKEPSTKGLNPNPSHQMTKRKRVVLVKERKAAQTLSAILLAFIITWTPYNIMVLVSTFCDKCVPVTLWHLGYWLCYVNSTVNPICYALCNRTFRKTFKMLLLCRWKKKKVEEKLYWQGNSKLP
M4 antag – blocks acetylcholine activation of human M4 receptor. P08173. CHO-hM4 cells, ACh EC80, Fluo-8 calcium fluorescence. AID 624125. actives 0.73% (n = 360,000). inhibition, % at 3 µM;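 active means inhibition above its plate's cutoff, the mean inhibition of sample wells plus 3 SD, cut at about 27% in these data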;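 further: 0% = acetylcholine EC80 with DMSO and 100% = DMSO without agonist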
M5 ag – agonists of human muscarinic M5 receptor (CHRM5); P08912; CHO-K1 hM5 cells, Fluo-8 calcium fluorescence; 0% DMSO wells, 100% maximal acetylcholine response; activation, % at 3 µM; actives 0.19% (n = 360,000);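 active means activation above the run's mean over test compounds plus 3 SD, cut at about 23% in these data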;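 further: signal is peak over basal fluorescence ratio across the kinetic read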
M5 PAM – potentiates acetylcholine response at human M5 receptor | P08912 | actives 0.3% (n = 360,000) | activation, % at 3 µM | CHO-K1 hM5, Fluo-8 calcium, ACh EC20 PAM; 0% = ACh EC20, 100% = ACh EC100;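 active means activation above the run cutoff, the mean activation of all test compounds plus 3 SD, cut at about 18% in these data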
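Assay system: CHO-K1 hM5 cells. Also added: acetylcholine at EC20 concentration, added after compound. Dosing: 3 µM, single dose. Times: compound preincubation 140 s before EC20 acetylcholine addition. Signal: Fluo-8 calcium fluorescence. Measure: % activation relative to EC20 and EC100 ACh responses. Repeats: singlicate, one well per test compound.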
M4 PAM – CHRM4 positive allosteric modulation; AID 624126; P08173; actives 0.4% (n = 360,000); CHO-K1 hM4/Gqi5, Fluo-8 calcium fluorescence, ACh EC20; 0% = ACh EC20, 100% = maximal ACh; activation, % at 3 µM;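 active means activation above its plate's cutoff, the mean activation of sample wells plus 3 SD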; further: some results filed as inactive read as strong as hits
* = called active by the depositor; nt = no result given. Compounds as they come; 2.8% or so of the library scored in one or more.

SMILES | M4 ag | CHRM1 PAM | CHRM1 antagonist | CRFBP-R2 agonist | M5 antag | M4 antag | M5 ag | M5 PAM | M4 PAM
O=C(Nc1ccc(Cl)cc1)c1csc([C@H]2C[C@H](O)[C@@H](CO)O2)n1 | 6.0 | 7.8 | -16.1 | nt | 6.0 | -9.3 | 2.7 | -4.7 | -0.6
O=C1N/C(=C/c2cccn2-c2ccccc2)C(=O)N1Cc1ccc(F)cc1 | -1.9 | -0.8 | 0.8 | 0.1 | -2.9 | -0.4 | 2.4 | -1.6 | -1.6
COc1ccc2[nH]c(C(=O)O)c(NS(=O)(=O)c3ccc(C)c(C)c3)c2c1 | 1.1 | 10.2 | -8.1 | -1.4 | 3.5 | -0.5 | -3.1 | 1.5 | 8.6
Cc1ccc(NC(=O)c2cc(S(=O)(=O)N(C)C)ccc2N2CCCC2)cc1F | 1.5 | 4.6 | -7.3 | -1.4 | 1.3 | 5.7 | -4.0 | 1.2 | -1.9
O=C(CCSCc1ccccc1Cl)NCc1ccco1 | 2.1 | 10.0 | 1.4 | 3.9 | 12.7 | 1.6 | 3.4 | -3.3 | -3.0
O=C(C1CCCN1S(=O)(=O)c1ccc(Br)cc1)N1CCOCC1 (centres undefined) | nt | -0.7 | 4.0 | 0.5 | 4.8 | 0.8 | -0.5 | -2.5 | -0.2
CCOC(=O)COn1c(=O)c(-c2ccc(Cl)cc2)[n+]([O-])c2ccccc21 | 1.7 | 11.9 | -10.5 | -1.1 | 15.6 | -6.4 | -1.2 | -4.0 | 2.9
O=C(CCNC(=O)c1ccccc1Cl)NCc1ccncc1 | 0.6 | 12.8 | -15.6 | 0.1 | 5.3 | -7.3 | 0.2 | -1.6 | 13.9
O=C(Nc1cc(S(=O)(=O)N2CCOCC2)ccc1O)c1ccco1 | 0.6 | 8.7 | -18.6 | 11.1 | -7.5 | -3.0 | 1.9 | 7.2 | 4.5
O=C(O)CONC(=O)c1cc(OCC(F)(F)F)ccc1OCC(F)(F)F | 0.1 | 7.2 | -11.8 | -2.6 | 1.6 | -0.5 | -0.4 | 0.9 | 7.5
O=C1c2ccccc2C(=O)c2c1cccc2N1CCN(C/C=C/c2ccccc2)CC1 | 0.1 | -1.6 | -6.9 | 0.0 | 14.9 | 6.7 | -0.2 | -2.5 | -18.2
O=C(NCc1ccccc1)c1ccc(CN2CCOCC2)cc1 | 0.0 | 8.0 | -5.1 | 4.2 | -0.6 | -12.6 | 0.8 | -1.3 | 1.3
CC(OC(=O)c1ccc(NS(=O)(=O)c2cccs2)cc1)C(=O)N(C)C1CCCCC1 (centres undefined) | 0.8 | 1.0 | -5.4 | -0.3 | -3.9 | 5.2 | -3.0 | -3.4 | -2.3
CCCCn1c(N)c(N(CCOC)C(=O)c2ccc(S(=O)(=O)N3CCCCCC3)cc2)c(=O)[nH]c1=O | 0.2 | 0.5 | 1.6 | -0.2 | 0.8 | -4.5 | 2.2 | 0.5 | 1.8
CC1(O)c2ccccc2C(=O)N1CCc1ccccc1F (centres undefined) | 0.4 | 1.9 | -9.0 | -4.2 | 3.3 | 5.3 | -5.3 | -0.2 | -2.5
CC1CCCCN1C(=O)CSc1nnc(Cc2ccccc2)n1C (centres undefined) | 0.6 | -3.8 | 5.8 | -1.6 | -2.0 | -2.5 | -10.4 | 0.0 | 5.0
COc1nc(C)nc2c1sc1nc3c(cc12)COC(C)(C)C3 | 0.7 | 6.4 | -3.7 | -0.2 | -6.4 | -2.0 | 0.4 | 1.6 | 2.7
Cc1cc(C(=O)COC(=O)CNC(=O)c2ccco2)c(C)n1Cc1ccco1 | 1.5 | -2.8 | 10.1 | 1.4 | 1.4 | -1.5 | -1.1 | 0.7 | 3.7
COc1ccc(Cc2nnc(N/N=C/c3ccc(O)cc3)[nH]c2=O)cc1OC | 0.9 | -5.0 | 5.5 | -1.8 | -5.8 | -4.3 | -4.4 | 1.7 | -0.1
C[C@@H]1CN([C@@H](C)CO)C(=O)CCCn2nncc2CO[C@@H]1CN(C)S(=O)(=O)c1ccccc1 | 0.9 | 1.7 | -9.0 | 0.4 | -2.9 | -11.3 | -1.7 | -0.3 | 1.8
CN(C)c1nc(N(C)C)c2cnn(C)c2n1 | -0.3 | 1.9 | -4.2 | -0.3 | 12.1 | -9.4 | -3.2 | -3.9 | 0.1
Cc1cc(NCC2CCCCC2)nc2ccccc12 | 1.8 | -9.6 | 11.2 | 3.8 | 14.5 | 11.3 | -3.4 | -0.4 | -18.7
CC(=O)Nc1ccc(Nc2nc(C)c([N+](=O)[O-])c(Nc3ccc(NC(C)=O)cc3)n2)cc1 | 4.5 | -8.7 | 6.2 | -2.0 | 1.9 | -3.1 | 1.0 | -5.3 | -0.7
O=C(CSc1nnc2ccccn12)Nc1nsc(-c2ccccc2)n1 | 0.9 | 0.5 | -8.0 | 9.5 | 7.4 | -3.3 | -3.0 | -4.5 | -0.3
CCN(CC(=O)Nc1ccc2c(c1)OCCO2)C(=O)c1ccc(CS(C)(=O)=O)cc1 | 0.6 | 4.8 | -10.6 | -0.6 | 7.5 | 4.3 | 2.2 | 7.8 | 5.3
Cc1ccccc1C(=O)c1cccn1CC(=O)NCCCN1CCCCC1 | 0.2 | 12.4 | -20.0 | -0.4 | 3.7 | -4.6 | -6.5 | -5.8 | 0.8
Cc1cccn2c(=O)c(C=O)c(Sc3ncccn3)nc12 | 0.0 | -2.9 | 11.6 | 0.2 | -7.9 | 2.9 | 0.1 | -4.5 | -7.5
O=C(NCc1ccccc1)c1cc(C2CCCN(C(=O)C3CCCCC3)C2)on1 (centres undefined) | 0.9 | -4.0 | 3.6 | nt | 0.2 | -4.3 | 0.1 | -1.1 | -0.9
Cc1cccc(C(=O)N2CCCC(N3CCN(c4cccc(Cl)c4)CC3)C2)n1 (centres undefined) | -0.8 | 4.3 | -7.9 | -1.1 | 5.3 | -1.6 | -4.4 | -1.3 | 3.0
CN1C(=O)C(O)(c2nnc(-c3ccccc3)o2)c2ccccc21 (centres undefined) | 1.0 | 1.8 | 3.6 | -0.6 | 9.7 | -6.5 | -0.2 | -0.6 | 2.1
CC(C)(C)OC(=O)N[C@@H](Cc1ccccc1)[C@H](O)c1ccco1 | 1.6 | 0.1 | -4.9 | -1.1 | 3.7 | -9.6 | 2.9 | 6.7 | -5.7
CN(C)C(/C=C/Nc1ccc(F)cc1)=C(C#N)C#N | 1.1 | -0.2 | -7.5 | -1.5 | -8.0 | 6.8 | 1.0 | 4.5 | 1.5
Cc1cc(NC(=O)/C=C/c2ccc(F)cc2)n(-c2nc3ccccc3[nH]2)n1 | 0.9 | -4.8 | -8.9 | -3.5 | -1.2 | 8.4 | 0.0 | 4.7 | -1.6
COc1ccc(C(=O)n2c(N)nc3ccccc32)cc1OC | 3.4 | 1.8 | -5.5 | 0.0 | -5.3 | 8.5 | 1.7 | -2.6 | -4.5
CCOc1ccccc1-n1nnnc1SCC(=O)NCc1ccco1 | 0.6 | 3.8 | -14.5 | 0.8 | 1.7 | 5.6 | -0.7 | 3.6 | -0.6
CC(=O)N1CCOc2ccc(S(=O)(=O)Nc3cccc(C)c3)cc21 | 4.8 | 1.6 | -5.8 | -1.4 | 12.7 | 0.2 | -1.5 | -4.1 | -1.4
Cc1ccc(NC(=O)Cn2c(=O)n(CCCCC(=O)NCc3ccco3)c(=O)c3ccccc32)cc1 | -0.3 | 1.4 | -25.9 | -0.1 | -3.4 | -2.0 | 0.1 | 1.6 | 2.5
Nc1c(SCCC(=O)O)ccc2c1C(=O)c1ccccc1C2=O | 7.0 | 2.1 | 0.4 | -8.0 | 3.2 | 8.9 | -0.2 | -5.1 | 0.9
COc1ccc(-n2nc(C(=O)NCC(=O)NCc3ccco3)c3ccccc3c2=O)cc1Cl | 8.4 | 3.1 | -3.2 | -1.1 | 3.5 | 5.7 | 2.4 | -5.2 | -5.0
Cc1ccc(S(=O)(=O)N2C[C@@H]3[C@H]4CC[C@H](C4)[C@@H]3[C@@H](C)[C@@H]2c2ccn(Cc3ccccc3)c2)cc1 | -0.3 | 10.4 | -17.8 | 6.1 | -13.3 | -7.3 | 1.1 | 4.0 | 4.7
CCCOc1ccc([N+](=O)[O-])cc1C1NC(=S)NC(c2ccccc2)=C1C(=O)OCC (centres undefined) | -1.8 | -3.9 | 10.8 | 1.0 | 3.2 | 6.9 | -8.2 | -11.2 | 2.3
CCC(O)C1CCN(C(=O)c2cc(COc3ccc(F)cc3F)on2)CC1 (centres undefined) | 3.5 | 14.4 | -11.5 | -0.8 | 9.8 | 1.7 | -2.3 | -3.5 | 11.7
C/C(Cc1ccccc1)=N\NC(=O)CCCCCC(=O)N/N=C(\C)Cc1ccccc1 | 1.1 | -2.8 | 1.9 | 0.7 | 4.5 | 8.7 | -3.5 | -11.1 | -3.7
O=C(NCc1ccccc1)c1csc(-c2cccnc2)n1 | 1.8 | 16.8 | -15.7 | -0.4 | -0.5 | -4.7 | 0.5 | 4.5 | -1.6
O=C(CC1CCCC1)NNC(=O)c1ccccc1O | 0.7 | 8.1 | -7.8 | -0.6 | 4.0 | -5.5 | 1.4 | -0.4 | 1.6
CCC(C)n1c(SCC(=O)Nc2ccccc2C(F)(F)F)nc2ccsc2c1=O (centres undefined) | -2.7 | 4.7 | -4.3 | -3.9 | -12.0 | -5.9 | -4.5 | 1.0 | 9.4
CCOc1ccc(NC(=O)CN(C)S(=O)(=O)c2cccs2)cc1 | 1.7 | 12.5 | -27.3 | 0.9 | 0.3 | -0.5 | -1.3 | -3.5 | 0.8
CCOC(=O)c1cccc(NC(=O)COc2nsnc2N2CCOCC2)c1 | 23.7 | -2.6 | -3.5 | -3.0 | 24.4 | -5.4 | 0.4 | -11.8 | -14.1
FC(F)(F)c1nc2cc3nc4ccccc4[nH]c3cc2n1 | 2.0 | 0.6 | -4.0 | 2.9 | 17.4 | 0.2 | -2.4 | -13.0 | -12.9
Cc1ccc(S(=O)(=O)N2C[C@H]3C(=O)C[C@@H](c4cccc(Cl)c4)N(S(=O)(=O)c4ccc(C)cc4)[C@H]3C[C@H]2c2cccc(Cl)c2)cc1 | 2.7 | 6.5 | -4.8 | 8.4 | -4.2 | -6.6 | 4.1 | -4.5 | 2.4
CCN1CCN(CCC(=O)Nc2ccc(Br)c(C)c2)CC1 | 4.7 | 2.0 | -16.9 | 1.5 | -13.0 | -18.5 | -6.3 | 20.0* | -0.2

In another format: entries from further up
CCC(C)n1c(SCC(=O)Nc2ccccc2C(F)(F)F)nc2ccsc2c1=O (centres undefined)
- M4 ag: -2.7
- CHRM1 PAM: 4.7
- CHRM1 antagonist: -4.3
- CRFBP-R2 agonist: -3.9
- M5 antag: -12.0
- M4 antag: -5.9
- M5 ag: -4.5
- M5 PAM: 1.0
- M4 PAM: 9.4

CCOc1ccc(NC(=O)CN(C)S(=O)(=O)c2cccs2)cc1
- M4 ag: 1.7
- CHRM1 PAM: 12.5
- CHRM1 antagonist: -27.3
- CRFBP-R2 agonist: 0.9
- M5 antag: 0.3
- M4 antag: -0.5
- M5 ag: -1.3
- M5 PAM: -3.5
- M4 PAM: 0.8

Part of the list above with just CRFBP-R2 agonist and M5 antag:
compound	CRFBP-R2 agonist	M5 antag
O=C(NCc1ccccc1)c1ccc(CN2CCOCC2)cc1	4.2	-0.6
CC(OC(=O)c1ccc(NS(=O)(=O)c2cccs2)cc1)C(=O)N(C)C1CCCCC1 (centres undefined)	-0.3	-3.9
